Screens as filed in PubChem BioAssay.
Lmaj promast: Leishmania major promastigote growth inhibition, primary screen; Leishmania major promastigotes, resazurin fluorescence viability; inhibition, % at 10 µM; 9% of 200,000 active; AID 1063, 2008; in the data active means inhibition above about 50%;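 further: promastigotes grown with compound for 44 hours at 28 °C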
S1P3 antagonist: S1P3 receptor antagonists, primary screen, cell-based | Sphingosine 1-phosphate receptor 3 (Homo sapiens), Q99500 | CHO S1P3 NFAT-BLA reporter, FRET fluorescence, antagonist mode | inhibition, % at 4.98 µM | 0.27% of 170,000 active | AID 485, 2006;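 active means inhibition above the plate cutoff, the mean inhibition of test wells on that plate plus 3 SD, cut at about 28% in these data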;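 further: cells challenged with S1P at its EC80 of 0.8 µM; blue over green emission ratio from cleaved BLA substrate after 4 h stimulation; 0% = S1P-stimulated wells and 100% = unstimulated DMSO-only wells; some compounds past the cut are filed as inactive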
Target sequence (Q99500 whole entry, looked up): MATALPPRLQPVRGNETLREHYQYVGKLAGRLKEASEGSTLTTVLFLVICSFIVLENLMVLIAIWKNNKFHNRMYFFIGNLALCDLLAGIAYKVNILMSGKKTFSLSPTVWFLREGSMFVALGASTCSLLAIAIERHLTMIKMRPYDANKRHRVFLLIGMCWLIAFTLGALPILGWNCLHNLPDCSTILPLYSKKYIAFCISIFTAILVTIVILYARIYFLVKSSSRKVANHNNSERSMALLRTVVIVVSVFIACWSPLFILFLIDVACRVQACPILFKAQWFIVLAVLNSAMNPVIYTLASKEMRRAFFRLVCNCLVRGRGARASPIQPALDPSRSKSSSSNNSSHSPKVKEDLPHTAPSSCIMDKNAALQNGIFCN
TNAP inh hi DEA: human TNAP enzyme inhibitors, primary screen, biochemical, luminescent, high phosphate acceptor level, uHTS; Alkaline phosphatase, tissue-nonspecific isozyme (Homo sapiens), P05186; purified TNAP, CDP-star luminescence, 1 M DEA; inhibition, % at 20 µM; 0.03% of 200,000 active; AID 1135, 2008;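 active means over 50% inhibition of tissue-nonspecific alkaline phosphatase at 20 µM in the single-dose screen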;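 further: plate controls were DMSO wells for no effect and EDTA-quenched wells as full inhibition for full effect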
Target sequence (P05186 whole entry, looked up): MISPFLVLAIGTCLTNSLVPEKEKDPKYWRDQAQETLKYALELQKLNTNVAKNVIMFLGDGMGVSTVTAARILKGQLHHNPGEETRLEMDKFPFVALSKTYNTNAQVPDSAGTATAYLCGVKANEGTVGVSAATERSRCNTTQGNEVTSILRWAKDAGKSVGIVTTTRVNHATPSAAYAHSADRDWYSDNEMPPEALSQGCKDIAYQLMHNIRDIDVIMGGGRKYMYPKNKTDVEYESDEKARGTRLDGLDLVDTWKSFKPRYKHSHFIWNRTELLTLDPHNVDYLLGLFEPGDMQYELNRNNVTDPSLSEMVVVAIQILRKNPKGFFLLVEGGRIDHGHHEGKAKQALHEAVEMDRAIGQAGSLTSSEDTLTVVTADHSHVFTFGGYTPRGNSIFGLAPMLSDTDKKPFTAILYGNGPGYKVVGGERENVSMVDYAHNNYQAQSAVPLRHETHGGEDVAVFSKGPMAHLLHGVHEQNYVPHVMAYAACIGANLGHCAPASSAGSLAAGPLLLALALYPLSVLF
Redox H2O2 prof: compounds producing H2O2 with reducing agent – biochemical, NIH compound library profiling, artefact control for MLSCN library redox annotation, primary screen; 0.03% of 200,000 active; AID 878, 2007; activation, % at 10 µM; DTT-dependent redox cycling H2O2, phenol red/HRP absorbance; 100% = 100 µM peroxide control, 0% = buffer;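 active means activation of at least 50% relative to the plate's high and low controls in the primary single-dose screen; inactive means activation below 50%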;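 further: compound incubated with DTT at 0.8 mM final as the reducing agent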
TNAP inh no acc: human TNAP enzyme inhibitors, primary screen, biochemical, luminescent, no phosphate acceptor, uHTS | Alkaline phosphatase, tissue-nonspecific isozyme (Homo sapiens), P05186 | purified TNAP, CDP-star luminescence, 30 min | inhibition, % at 20 µM | 0.26% of 200,000 active | AID 1012, 2008;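 active means tissue-nonspecific alkaline phosphatase inhibition above about 50% at 20 µM in the single-dose screen, limit read from the data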;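 further: 0% = DMSO negative control and 100% = EDTA positive control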
Hsp70 activator: Hsp70 transcriptional activators, primary screen, cell-based, HeLa, Hsp70 promoter luciferase, luminescence, 10 µM; HeLa Hsp70 promoter luciferase reporter; scaled: vehicle 0, proteasome-inhibitor control 100%; activation, % at 10 µM; 0.04% of 200,000 active;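 active means activation above the mean across all tested compounds plus 3 SD, cutoff set per campaign, cut at about 5.5% in these data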;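 further: 100% = MG132 at 30 µM as the positive control and 0% = DMSO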
PMI act hi M6P: human PMI activators, high substrate, primary screen, biochemical, fluorescence intensity, near-saturating mannose 6-phosphate | activation factor at 20 µM | coupled PMI enzyme assay, resazurin fluorescence, 20 min; active compounds read high; 1 = untreated enzyme, 0 = substrate-free blank | Mannose-6-phosphate isomerase (Homo sapiens), P34949 | 0.34% of 190,000 active | AID 1216, 2008;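 active means activation factor of 2 or more at 20 µM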
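Technique: Diaphorase-driven resazurin-to-resorufin fluorescence, excitation 544, emission 590 nm | Assay system: Human PMI in coupled enzyme assay | Times: Enzyme reaction with compound 20 min at room temperature | Medium: HEPES-buffered pH 7.4 with magnesium and detergent | Reagent: Mannose-6-phosphate 1.0 mM (near-saturating) plus 0.22 mM NADP+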
PMI act: activators of human PMI, primary screen, biochemical, fluorescence intensity, near-Km mannose 6-phosphate | Mannose-6-phosphate isomerase (Homo sapiens), P34949 | purified human PMI, coupled resazurin fluorescence, 20 min; active compounds read high; 1 = vehicle control, 0 substrate-free wells | activation factor at 20 µM | 0.005% of 190,000 active | AID 1214, 2008;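 active means activation factor of 2 or more at 20 µM, relative to plate controls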
RAM network inh: inhibitors of the yeast RAM network, primary screen, dse1pr::URA3 reporter, 5-FOA selection. S. cerevisiae dse1pr::URA3 reporter, 5-FOA growth OD615, 2 d; analog-sensitive cbk1-as2 kinase mutant strain. inhibition, % at 50 µM. 1.8% of 190,000 active. AID 868, 2007;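 active means inhibition above a set limit, 3 SD over mean compound inhibition, cut at about 8.4% in these data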;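 further: 0% = DMSO-only wells with no growth and 100% = 10 µM 1-NA-PP1 full growth; inhibition rescues growth on 5-FOA so higher OD means more RAM inhibition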
Efa HMGR inh: inhibitors of E. faecalis class II HMGR, primary screen, biochemical, Enterococcus faecalis; HMG-CoA reductase (Enterococcus faecalis, mvaE); purified E. faecalis HMGR, NADPH absorbance 340 nm kinetic; inhibition, % at 10 µM; 0.41% of 190,000 active; AID 1066, 2008;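 active means inhibition above a set limit, the median over all tested compounds plus 3 SD, cut at about 9.5% in these data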;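 further: enzyme runs in reverse so mevalonate oxidation gives rising NADPH absorbance; 0% = complete reaction with DMSO and 100% = background rate lacking mevalonate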
* = called active by the depositor; · = no result given.

cpd	compound	Lmaj promast	S1P3 antagonist	TNAP inh hi DEA	Redox H2O2 prof	TNAP inh no acc	Hsp70 activator	PMI act hi M6P	PMI act	RAM network inh	Efa HMGR inh
1	Cc1cc(C)nc(NS(=O)(=O)c2ccc(NC(=O)c3ccc4c(c3)OCCO4)cc2)n1	4	0	-4	-0.9	-10	-0.1	0.9	0.9	1.4	-8
2	COCCCn1cnnc1SCC(=O)Nc1ccc(S(=O)(=O)N2CCCC2)cc1	-5	·	-7	0.8	-9	0.3	1.1	1	2.1	0
3	Cn1cnnc1SCC(=O)c1ccc2c(c1)OCO2	9	·	0	-0.1	-13	-0.3	1.1	1.1	4.5	-4
4	CCOC(=O)c1c(N)sc(-c2ccccc2)c1C	-4	·	3	1.6	-5	0.0	0.9	0.8	-2.6	-2
5	O=C(Cn1cncn1)N/N=C/c1ccc(Cl)cc1	-4	11	-6	0.8	-11	-0.4	1.1	1.1	1.4	0
6	CCOC(=O)COc1c(-c2ccc(OC)cc2)oc2ccccc2c1=O	-2	·	0	0.5	-8	-0.2	1	1	4.6	-2
7	COC(=O)Cc1cc(=O)[nH]c(/N=C(\N)Nc2ccc(C)cc2)n1	2	·	-2	-0.4	-12	-0.2	1	1	1.0	-4
8	Cc1c(Cl)cccc1NC(=S)N=Nc1c(O)n(CN2CCOCC2)c2ccccc12	98*	-6	19	-0.5	-12	-0.3	1.1	1	0.3	-9
9	Cc1cc(C)nc(SC(C)C(=O)Nc2ccc(S(N)(=O)=O)cc2)n1 (stereo unspecified)	-2	-29	-4	1.0	-8	-0.6	1.2	1.2	1.3	-9
10	O=C(CCCn1cnc([N+](=O)[O-])n1)Nc1ccc(F)c(Cl)c1	83*	0	1	-0.3	-4	-0.3	1	1.1	0.7	-3

(further entries)
cpd	compound	Lmaj promast	S1P3 antagonist	TNAP inh hi DEA	Redox H2O2 prof	TNAP inh no acc	Hsp70 activator	PMI act hi M6P	PMI act	RAM network inh	Efa HMGR inh
11	NCCOc1ccc(C23CC4CC(CC(C4)C2)C3)cc1	101*	-14	-1	-1.9	-29	-0.2	1.1	1.2	-0.9	2
12	CC1CCCCC1NC(=O)c1ccc(N2CCCC2=O)cc1 (stereo unspecified)	-4	·	-5	0.1	-15	-0.2	1	1	0.1	1
13	Nc1c(C(=O)C2CC2)sc2nc(-c3ccccc3)cc(C(F)(F)F)c12	1	·	0	0.1	-7	-0.4	2*	1.5	3.1	-8
14	C=CCn1c(-c2csc(-c3ccc(Cl)cc3)n2)n[nH]c1=S	-13	·	6	0.1	31	-0.2	1.1	1	1.6	-3
15	CS(=O)(=O)N1CCC(Oc2ccccc2C(=O)N2CCCCC2CO)CC1 (stereo unspecified)	-1	-5	-6	-0.2	-8	0.0	1.1	1	1.7	-3
16	O=C(Nc1ccccc1)OCCNC(=O)c1cccc(Cl)c1	-4	·	-9	1.3	-21	-0.2	0.9	1	-0.2	-5
17	CCOC(=O)CN(C(=O)CSc1nnc(Cc2ccccc2)n1-c1ccc(C)cc1)c1ccccc1	99*	·	-7	0.7	-14	-0.3	0.9	0.9	-0.4	-3
18	COC(=O)c1cc(OC)c(OC)c(OC)c1NC(=O)c1ccc(S(=O)(=O)N(C)C)cc1	-1	-19	-2	1.7	-8	0.1	1	1	0.2	2
19	O=C(Cc1ccccc1)N1CCCC(c2nc(-c3ccc(S(=O)(=O)N4CCCC4)cc3)no2)C1 (stereo unspecified)	99*	·	0	0.3	11	-0.1	1	1	0.3	-7
20	c1ccc(C(c2nnnn2C2CCCC2)N2CCN(c3nc4ccccc4s3)CC2)cc1 (stereo unspecified)	95*	·	-8	6.1	-18	-0.2	0.9	1	6.4	-5

The results go on.
cpd	compound	Lmaj promast	S1P3 antagonist	TNAP inh hi DEA	Redox H2O2 prof	TNAP inh no acc	Hsp70 activator	PMI act hi M6P	PMI act	RAM network inh	Efa HMGR inh
21	Cc1[nH]n(S(=O)(=O)Cc2ccccc2)c(=O)c1N=Nc1ccccc1Cl	-4	-19	11	4.3	22	-0.1	1	1.4	2.9	10*
22	COC(=O)c1ccc(NC(=O)CN(c2ccc(C)cc2)S(=O)(=O)c2c(C)nn(C)c2C)cc1	7	·	-8	0.3	-11	-0.1	0.9	0.9	3.3	-2
23	O=C(N/N=C/c1ccc(N2CCCCC2)o1)c1ccccc1[N+](=O)[O-]	-3	18	-1	-0.5	14	-0.2	0.9	1	-0.3	-2
24	CCOC(=O)c1cnc(-c2ccccc2)[nH]c1=O	-1	-47	-1	2.5	-6	-0.2	0.9	1	-0.3	-3
25	CCOC(=O)c1nnc(-c2ccccc2)nc1NC	-11	·	-2	1.1	-6	-0.1	0.9	0.9	-0.8	0
26	CCn1c(=N)n(CCO)c2ccccc21	-4	-22	-6	0.5	-12	-0.1	1	1.1	1.6	2
27	Cc1cccc(C(=O)Oc2coc(CSc3nnc(NC(=O)C4CC4)s3)cc2=O)c1	-4	-2	-1	0.1	-10	-0.3	1	1	1.1	-6
28	COc1ccc(/C=C(/NC(=O)c2ccc(C)cc2)C(=O)NCC2CCCO2)cc1 (stereo unspecified)	-2	-11	-3	-1.1	6	-0.1	1	1	-0.2	-1
29	NNC(=O)C=C1CCN(c2ncc(C(F)(F)F)cc2Cl)CC1	-13	·	-1	1.4	-6	-0.4	1.8	1.5	-0.1	-2
30	CS(=O)(=O)c1ccc(Cl)c(NC(=O)CCc2ccccc2)c1	-5	-12	-2	-0.1	-4	-0.2	1	1	1.7	-5

(list continues)
cpd	compound	Lmaj promast	S1P3 antagonist	TNAP inh hi DEA	Redox H2O2 prof	TNAP inh no acc	Hsp70 activator	PMI act hi M6P	PMI act	RAM network inh	Efa HMGR inh
31	COc1ccccc1NC(=O)C12CC3CC(C1)CC(c1ccc(C)cc1)(C3)C2	3	·	1	0.0	-6	-0.5	1	0.9	7.4	-3
32	Clc1ccc(CSc2nnc(CN3CCOCC3)n2-c2ccccc2)cc1Cl	6	·	-10	-1.0	-1	-0.2	1	0.9	1.1	-1
33	CNc1nc2[nH]c(=O)c3c(c2s1)OC(N)=C(C#N)C3c1ccccc1 (stereo unspecified)	-6	-3	-4	1.0	-18	-0.5	0.5	0.6	-1.5	-4
34	CCc1ccc(NC(=O)C(CC)c2ccccc2)cc1 (stereo unspecified)	-5	29*	6	-0.2	-2	0.1	1.2	1.1	2.0	-2
35	O=[N+]([O-])c1ccc(Cl)c(/C=N/N2CCN(c3ccccc3)CC2)c1	-6	·	-2	-0.9	-7	0.5	0.9	0.8	4.5	-2
36	O=C(NCC1CCCO1)c1c(O)c2c([nH]c1=O)CCCC2 (stereo unspecified)	1	0	-7	-0.2	-1	-0.1	0.9	1.1	-0.1	-5
37	Cc1cccc(-n2nnnc2SCC(=O)c2cc(C)n(CC3CCCO3)c2C)c1 (stereo unspecified)	1	49	-1	-0.1	2	-0.3	1	1	3.7	0
38	CCOC(=O)CC(NC(=O)c1ccco1)c1ccc(C)cc1 (stereo unspecified)	-3	·	-9	-2.8	-13	-0.3	1	1	1.4	-3
39	O=C(Cn1c(C(F)(F)F)nc2ccccc21)c1ccccc1	50	·	-2	-3.5	-5	-0.3	0.9	0.9	3.6	-1
40	CCOC(=O)CSc1[nH]c2cc(OC)ccc2c1[N+](=O)[O-]	0	-21	-6	0.5	-3	-0.1	0.9	0.9	1.2	-9

Other records.
cpd	compound	Lmaj promast	S1P3 antagonist	TNAP inh hi DEA	Redox H2O2 prof	TNAP inh no acc	Hsp70 activator	PMI act hi M6P	PMI act	RAM network inh	Efa HMGR inh
41	CCC(C)(C)NC(=O)C(c1ccncc1)N(C(=O)c1sc(C)nc1C)c1ccc(C)cc1 (stereo unspecified)	-3	-19	-7	-0.6	-12	-0.2	1	1	-1.4	-2
42	N#CC1=C(N)OC2=C(C(=O)CCC2)C12CCC1(CC2)OCCO1	-5	-2	-4	0.4	-8	0.6	0.9	0.9	1.4	-5
43	Cc1cc(C(=O)NCCCN2CC(C)CC(C)C2)n(-c2ccccc2)n1 (stereo unspecified)	12	·	5	-1.2	-2	-0.1	1.1	1	2.9	1
44	O=c1cc(N2CCOCC2)[nH]c(=O)n1Cc1ccc(F)cc1	-2	12	-5	-0.7	-12	-0.3	0.9	1	-0.6	4
45	C/C(=N\Nc1ccc(Cl)c(C(=O)O)c1)c1ccc2c(c1)OCO2	43	-8	-6	-0.3	-15	-0.4	2.8*	1.9	-0.1	-2
46	CC1(c2ccccc2)CC(C)(C)N2C(=O)/C(=C3\SC(=S)NC3=O)c3cccc1c32 (stereo unspecified)	9	-1	26	-0.1	18	-0.4	0.9	0.8	1.6	-6
47	COc1cc(/C=C/C(=O)NC(C)CCc2ccccc2)cc(OC)c1OC (stereo unspecified)	35	-20	-2	-0.4	-8	0.6	1.1	1.1	1.7	-3
48	CC(=O)c1noc(C)c1C(=O)Nc1nccs1	-5	·	2	0.1	-1	-0.3	0.9	0.9	-0.7	1
49	O=C(NC(=S)NCC1CCCO1)c1ccc([N+](=O)[O-])cc1 (stereo unspecified)	52*	-1	-1	0.3	-5	-0.3	1	1	1.9	-2
50	O=C(NCN1C(=O)C2C3C=CC(C3)C2C1=O)Nc1nccs1 (stereo unspecified)	2	-22	0	1.7	-3	0.0	1	0.9	1.3	-3
51	CN(C)c1nc(-c2ccccc2)cc(C(F)(F)F)c1C#N	5	·	-7	1.5	-1	-0.2	1	1.1	7.9	-2
52	CCN(CC(=O)NC1CCS(=O)(=O)C1)c1nc(-c2ccccc2)nc2ccccc12 (stereo unspecified)	23	94*	-8	2.0	-14	-0.4	1	1	1.2	-4
